# High-throughput results deposited in PubChem BioAssay by The Scripps Research Institute Molecular Screening Center.
# PME-1 inh = PME-1 (human) inhibition; AID 2130; 320,000 tested, 0.53% active; recombinant PME-1, FP-Rh probe fluorescence polarization; inhibition, % at 5.9 µM; Q9Y570;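 active = inhibition above the campaign mean of all compounds plus 3 SD, cut at about 26% in these data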;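 also: competitive labeling of PME-1 active site by serine hydrolase directed probe; 0% = PME-1 with DMSO and 100% = wells lacking PME-1 enzyme; inhibitors block probe labeling so polarization falls and inhibition rises; many of its hits are not listed in these tables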
# LYPLA1 inh = blocks human lysophospholipase 1, a PME1 counter-screen; O75608; recombinant LYPLA1, FP-Rh probe fluorescence polarization; inhibition, % at 5.9 µM; 320,000 tested, 0.16% active; AID 2174;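 active = inhibition above the mean of all tested compounds plus 3 SD, set per campaign, cut at about 14% in these data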;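 also: inhibitors block serine hydrolase probe labeling of LYPLA1 so polarization falls; 0% = enzyme with DMSO and 100% = wells lacking LYPLA1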
# LYPLA2 counter = counter-screen for PME1 inhibitors: inhibitors of human LYPLA2 | inhibition, % at 5.9 µM | AID 2177 | O95372 | 320,000 tested, 0.38% active | recombinant LYPLA2, FP-Rh probe fluorescence polarization;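 active = inhibition above the screen-wide mean plus 3 SD, limit set per campaign, cut at about 26% in these data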;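 also: 0% = LYPLA2 with DMSO and 100% = wells lacking LYPLA2 enzyme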
# PAFAH2 FP inh = inhibitors of human PAFAH2; Q99487; recombinant PAFAH2, FP-rhodamine activity probe, fluorescence polarization; inhibition, % at 3.39 µM; 340,000 tested, 0.99% active; AID 492956;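 active = inhibition above the mean over all tested compounds plus 3 SD, cut at about 30% in these data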;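 also: inhibitors block probe labeling of enzyme so polarization drops; 0% = enzyme with DMSO and 100% = wells lacking PAFAH2 protein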
# PAFAH1B3 inh = PAFAH1B3 (human) inhibition. Q15102. recombinant PAFAH1B3, FP-rhodamine probe, fluorescence polarization. inhibition, % at 3.39 µM. 340,000 tested, 0.28% active. AID 492972;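 active = inhibition above the screen-wide average of all tested compounds plus 3 SD, cut at about 25% in these data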;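 also: 0% = enzyme with DMSO only and 100% = wells lacking PAFAH1B3 protein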
# GSTO1 inh = counter-screen for RBBP9 inhibitors: inhibitors of human GSTO1. P78417. recombinant GSTO1, activity-based probe fluorescence polarization. inhibition, % at 5.96 µM. 300,000 tested, 1.1% active. AID 1974;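 active = inhibition above the campaign mean inhibition plus 3 SD, cut at about 35% in these data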;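 also: 0% = GSTO1-1 with DMSO and 100% = wells lacking GSTO1-1 enzyme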
# Target sequence (P78417 whole entry, looked up): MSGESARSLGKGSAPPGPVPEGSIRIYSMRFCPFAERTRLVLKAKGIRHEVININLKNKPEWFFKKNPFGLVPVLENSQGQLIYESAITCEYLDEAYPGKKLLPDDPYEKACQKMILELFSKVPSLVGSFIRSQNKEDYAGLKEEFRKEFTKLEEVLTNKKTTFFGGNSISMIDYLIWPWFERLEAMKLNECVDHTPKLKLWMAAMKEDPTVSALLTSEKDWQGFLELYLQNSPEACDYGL
# PAFAH1B2 FP inh = PAFAH1B2 (human) inhibition | inhibition, % at 3.39 µM | P68402 | recombinant PAFAH1B2, FP-rhodamine activity probe, fluorescence polarization | 340,000 tested, 1.2% active;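 active = inhibition above the mean of all tested compounds plus 3 SD, cut at about 24% in these data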;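 also: 0% = enzyme with DMSO and 100% = wells lacking PAFAH1B2; many of its hits are not listed in these tables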
# PAD4 inh = inhibitors of human PAD4 | Q9UM07 | recombinant PAD4, RCA probe fluorescence polarization | inhibition, % at 6.36 µM | 330,000 tested, 0.41% active;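 active = percent inhibition above a cutoff equal to the mean of all tested compounds plus 3 SD, cut at about 15% in these data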;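 also: 0% = PAD4 with RCA probe and DMSO and 100% = probe without PAD4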
# Target sequence (Q9UM07 whole entry, looked up): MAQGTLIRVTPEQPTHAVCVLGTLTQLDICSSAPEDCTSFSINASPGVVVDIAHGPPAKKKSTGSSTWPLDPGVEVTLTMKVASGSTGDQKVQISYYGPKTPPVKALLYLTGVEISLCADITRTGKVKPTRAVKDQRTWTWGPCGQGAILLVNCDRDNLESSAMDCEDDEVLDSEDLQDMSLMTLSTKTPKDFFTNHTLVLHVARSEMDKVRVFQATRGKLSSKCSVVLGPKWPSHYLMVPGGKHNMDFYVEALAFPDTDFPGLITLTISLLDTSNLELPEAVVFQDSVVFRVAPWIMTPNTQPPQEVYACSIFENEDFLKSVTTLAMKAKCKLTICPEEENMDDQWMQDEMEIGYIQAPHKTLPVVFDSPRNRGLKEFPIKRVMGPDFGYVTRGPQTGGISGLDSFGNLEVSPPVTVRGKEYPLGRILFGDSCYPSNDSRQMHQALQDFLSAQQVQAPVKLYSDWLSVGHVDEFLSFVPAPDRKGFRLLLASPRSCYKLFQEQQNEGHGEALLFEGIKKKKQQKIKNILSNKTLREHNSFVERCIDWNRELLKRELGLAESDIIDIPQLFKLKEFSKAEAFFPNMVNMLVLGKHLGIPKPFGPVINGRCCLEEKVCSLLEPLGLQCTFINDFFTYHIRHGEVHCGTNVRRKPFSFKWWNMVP
# pPAFAH inh = pPAFAH (human) enzyme inhibition; inhibition, % at 3.39 µM; AID 463082; recombinant pPAFAH, FP-rhodamine probe fluorescence polarization; Q13093; 330,000 tested, 1.5% active;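 active = inhibition above the mean inhibition across the screen plus 3 SD, cut at about 25% in these data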;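 also: inhibitors block binding of the rhodamine activity-based probe so polarization drops; 0% = enzyme with DMSO and 100% = wells lacking pPAFAH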
# An asterisk follows results filed as active; . = no result given. Only part of the results is shown (hit frequency here may not be typical).
SMILES,PME-1 inh,LYPLA1 inh,LYPLA2 counter,PAFAH2 FP inh,PAFAH1B3 inh,GSTO1 inh,PAFAH1B2 FP inh,PAD4 inh,pPAFAH inh
CC(C)N(C(=O)[C@H]1CC(CC(=O)NCc2ccco2)C(=O)N2CCc3c([nH]c4ccccc34)[C@]12C)C(C)C (some centres not stated),.,.,.,2,3,.,5,0,-6
Cc1ccc(N(Cc2cc(=O)[nH]c3ccccc23)C(=O)C(C)C)c(C)c1,-14,-5,-6,-2,-2,-14,3,13,-14
COc1ccc(-c2csc(N3C(=N)SCC3=O)n2)cc1,5,3,10,11,1,12,3,2,4
CC1CCC(NC(=O)CSc2nnc(-c3cccnc3)o2)CC1 (configuration not stated),3,1,2,2,1,.,4,-5,5
O=C(NC1CC2CCC(C1)N2Cc1ccccc1)c1ccccc1Cl (configuration not stated),-7,0,3,-1,-7,10,4,-7,-1
COc1ccccc1NC(=O)COc1cccc2c1CCNC2=O,2,0,4,1,2,-5,8,-3,5
O=C(NC1CCCC1)c1ccc(CS(=O)Cc2ccc(Cl)cc2)o1 (configuration not stated),6,-2,8,-3,7,-2,0,0,10
COC(=O)N(NC(=O)C(O)(c1ccccc1)c1ccccc1)c1ccc(C)cc1,-5,-1,-8,6,-3,-5,3,-3,3
CC(OC(=O)c1cc(Br)ccc1O)C(=O)NCc1ccc2c(c1)OCO2 (configuration not stated),0,-3,-4,2,5,11,5,-5,-5
O=C(NCc1ccccn1)C1CCN(S(=O)(=O)c2cc(Cl)ccc2Cl)CC1,11,-1,-2,-1,8,4,3,-3,5
COc1ccc(C(=O)NNC(=S)NC(=O)c2cc(-c3ccccc3)nc3ccccc23)cc1,-1,-13,-22,-13,5,-62,-5,15*,14
O=C(CC1C[C@H](C(=O)N2CCOCC2)[C@@]2(CCC3CCCC3)c3[nH]c4ccccc4c3CCN2C1=O)NCCCn1ccnc1 (some centres not stated),.,.,.,5,3,.,3,1,5

# A different layout for some results above:
# Each structure is followed by: PME-1 inh | LYPLA1 inh | LYPLA2 counter | PAFAH2 FP inh | PAFAH1B3 inh | GSTO1 inh | PAFAH1B2 FP inh | PAD4 inh | pPAFAH inh
O=C(NC1CC2CCC(C1)N2Cc1ccccc1)c1ccccc1Cl (configuration not stated)
    -7 | 0 | 3 | -1 | -7 | 10 | 4 | -7 | -1
COc1ccccc1NC(=O)COc1cccc2c1CCNC2=O
    2 | 0 | 4 | 1 | 2 | -5 | 8 | -3 | 5
O=C(NC1CCCC1)c1ccc(CS(=O)Cc2ccc(Cl)cc2)o1 (configuration not stated)
    6 | -2 | 8 | -3 | 7 | -2 | 0 | 0 | 10
COC(=O)N(NC(=O)C(O)(c1ccccc1)c1ccccc1)c1ccc(C)cc1
    -5 | -1 | -8 | 6 | -3 | -5 | 3 | -3 | 3
CC(OC(=O)c1cc(Br)ccc1O)C(=O)NCc1ccc2c(c1)OCO2 (configuration not stated)
    0 | -3 | -4 | 2 | 5 | 11 | 5 | -5 | -5
O=C(NCc1ccccn1)C1CCN(S(=O)(=O)c2cc(Cl)ccc2Cl)CC1
    11 | -1 | -2 | -1 | 8 | 4 | 3 | -3 | 5

# Later entries.
SMILES,PME-1 inh,LYPLA1 inh,LYPLA2 counter,PAFAH2 FP inh,PAFAH1B3 inh,GSTO1 inh,PAFAH1B2 FP inh,PAD4 inh,pPAFAH inh
Cn1c(C(=O)NCCCN2CCc3ccccc3C2)cc2c(=O)n(C)c3ccccc3c21,2,3,-1,-2,5,-1,3,1,-5
COC(=O)c1ccc(COc2ccccc2/C=N/NS(=O)(=O)c2ccc(C)cc2)cc1,-10,-18,-21,-18,4,-1,2,-3,3
O=C(Nc1nnc(-c2ccc3c(c2)CCCC3)o1)c1ccccc1Cl,-3,0,7,-8,7,-16,10,-4,12
Cc1ccc(-c2n[nH]c(=O)c3ccccc23)cc1S(=O)(=O)N(C)CCO,0,2,4,-1,9,7,6,3,3
COc1ccccc1NC(=O)CCc1nc2sc3c(c2c(=O)[nH]1)CCCC3,-8,-9,-6,8,1,7,1,2,16
COc1ccc(NC(=O)CSc2nnc(CNC(=O)c3cccs3)o2)c(OC)c1,7,1,-2,0,-8,-3,2,-1,4
Cc1cccc(C2C3=C(CCCC3=O)N=C3c4ccccc4C(=O)C32)c1 (configuration not stated),7,-8,-7,9,7,2,0,-2,5
O=C(CSC1=NCCS1)Nc1nc(-c2ccccc2)cs1,-4,-5,4,-5,0,-5,4,13,0
Oc1ccc(/C=N/Nc2nc(-c3ccc(Cl)cc3)cc(C(F)(F)F)n2)cc1,26,-11,0,0,1,-7,0,-6,18
CN(CC(=O)Nc1ccccc1C(F)(F)F)C(=O)c1ccc(-c2ccc(Cl)cc2)o1,-1,-2,4,5,4,0,1,-2,7
O=C(Nc1ccc(S(=O)(=O)NC2=NCCCCC2)cc1)c1ccc2ccccc2n1,3,0,9,6,0,0,-3,2,5
CSc1ccccc1NC(=O)CN(C)CC(=O)Nc1ccc(Cl)cc1F,5,-2,1,-4,-1,0,1,-6,6
CSC1=NCCN1C(=O)C(C)(C)Oc1ccc(Cl)cc1,-4,-4,1,1,10,2,10,-2,6
COc1ccc(NC(=O)CN(Cc2ccccc2)Cc2ccccc2)cc1S(N)(=O)=O,-4,-3,-1,-1,-2,1,5,-1,0
COc1ccc(Nc2nnc(C)c3ccccc23)cc1,-3,3,7,5,4,3,1,0,2
Cc1cccc(NS(=O)(=O)c2cc(C(=O)NCCC3=CCCCC3)ccc2Cl)c1,-14,-17,-30,2,-3,-7,25*,-3,12
COc1ccccc1-n1c(CNc2ccc(F)cc2)nnc1SCC(=O)Nc1cc(C)on1,-6,-1,3,-7,15,9,0,0,3
O=C(NCc1ccccc1)NC1CCS(=O)(=O)C1 (configuration not stated),6,-1,6,-3,5,-9,-1,1,2
O=C(Nc1cccc2ncccc12)c1ccc(OCc2ccccc2)cc1,-1,-8,4,0,4,7,1,-2,-6
COc1cc2c(cc1NC(=O)COC(=O)[C@@H](NC(=O)c1ccccc1)C(C)C)oc1ccccc12,-5,-11,-10,-17,11,-1,-1,-7,-1
CCC(C)NC(=O)C1CN(S(=O)(=O)c2ccccc2)CCN1S(=O)(=O)c1ccccc1 (configuration not stated),2,4,13,-5,3,0,-1,-4,0
OC1(c2ccccc2)CNCCc2ccccc21 (configuration not stated),-8,-3,0,-4,5,-3,0,-14,0
O=C(Nc1ccccc1)C1=C[C@H](c2csc3ccccc23)C[C@H](OCCCCO)O1,0,-6,-7,2,3,1,-2,-4,5
CCc1ccc(NC(=O)CCc2nnc3ccc(N4CCCC4)nn23)cc1,-4,1,4,3,8,-6,18,2,3
Cc1cccc(NC(=O)CSC2=NN3CCCC(=O)N=C3S2)c1C,-2,-1,7,4,-2,5,1,-2,1
Cc1cc(C)c(OCC(=O)Nc2cc(C(=O)O)cc(C(=O)O)c2)cc1C,-4,-2,-8,0,6,11,0,-6,3
Cc1csc2nc(O)c(C(=O)NCCCc3ccccc3)c(=O)n12,-8,0,-3,-3,-6,6,3,-4,3
Cc1cc(C(=O)COC(=O)c2ccc(Cl)c(S(N)(=O)=O)c2)c(C)n1C1CC1,3,-2,-1,10,-1,-7,0,-3,10
O=C(/C=C/c1ccccc1)N(Cc1cccs1)C1CCS(=O)(=O)C1 (configuration not stated),0,2,3,5,7,14,4,0,4
C=CCNC(=S)N(CC=C)C1CCS(=O)(=O)C1 (configuration not stated),0,1,-7,-3,8,-2,-1,-11,-3
Cc1ccc(C)c(NC(=O)C(=O)NCc2ccccn2)c1,-1,-2,-2,-7,0,4,0,2,0
CC(C)Cc1nnc(NC(=O)C2CCCC2)s1,5,7,1,10,1,3,0,-1,3
CN(C)CCCNC(=O)C(=O)Nc1ccc2c(c1)N(S(=O)(=O)c1cccs1)CCC2,-3,5,7,2,9,0,6,1,6
CC(NC(=O)c1ccc(NS(C)(=O)=O)cc1)c1ccccc1 (configuration not stated),-2,2,6,-3,9,4,5,2,-1
C/C(=N\NC1=NCCN1)c1ccc(Cl)cc1,6,3,4,-5,3,0,3,-2,10
COc1ccc(C2C3=C(N=C4SCC(=O)N42)c2ccccc2CC3)cc1 (configuration not stated),2,2,-4,4,-6,0,1,-1,8

# Continued; it opens with the 5 that closed the last part.
SMILES,PME-1 inh,LYPLA1 inh,LYPLA2 counter,PAFAH2 FP inh,PAFAH1B3 inh,GSTO1 inh,PAFAH1B2 FP inh,PAD4 inh,pPAFAH inh
CC(C)Cc1nnc(NC(=O)C2CCCC2)s1,5,7,1,10,1,3,0,-1,3
CN(C)CCCNC(=O)C(=O)Nc1ccc2c(c1)N(S(=O)(=O)c1cccs1)CCC2,-3,5,7,2,9,0,6,1,6
CC(NC(=O)c1ccc(NS(C)(=O)=O)cc1)c1ccccc1 (configuration not stated),-2,2,6,-3,9,4,5,2,-1
C/C(=N\NC1=NCCN1)c1ccc(Cl)cc1,6,3,4,-5,3,0,3,-2,10
COc1ccc(C2C3=C(N=C4SCC(=O)N42)c2ccccc2CC3)cc1 (configuration not stated),2,2,-4,4,-6,0,1,-1,8
O=C(NCCc1ccccc1)C1CCC(Cn2c(=O)c3ccccc3n(Cc3cccc(F)c3)c2=O)CC1 (configuration not stated),-2,-2,-2,-14,-7,5,1,-4,-3
Cc1cccc(C)c1NC(=O)CSc1nnc([C@H](C)NC(=O)OC(C)(C)C)o1,-3,0,2,6,4,2,0,0,3
NC(=O)C1CCN(C(=O)Cn2cccc2C(=O)c2ccccc2)CC1,1,-2,1,-1,-1,2,5,-1,-1
CCN(CC)CCN=C1CCCc2ccccc2N1,-5,-1,1,3,-2,10,2,4,3
Cc1ccccc1C(=O)NC1CC2CCC(C1)N2Cc1ccccc1 (configuration not stated),1,0,4,3,4,-3,-1,0,-2
CCc1nccn1CCC(=O)NC1CC(C)(C)Cc2c1cnn2-c1ccc(C)cc1 (configuration not stated),1,5,9,-1,4,7,6,0,-3
O=C(NC1CCCC1)C(c1ccncc1)N(C(=O)c1csnn1)c1ccc(Cl)cc1 (configuration not stated),-1,1,1,6,-5,0,5,-8,6
CSc1ccc(CN2CCc3c([nH]c4ccccc34)C2)cc1,-2,-2,0,-3,10,3,4,-1,1
Cc1cc(NC(=O)C2CC(c3c(F)cccc3Cl)=NO2)n(-c2ccccc2)n1 (configuration not stated),-1,1,2,2,-3,-4,10,0,-2
CCN(C(=O)CN1CCN(c2ccccc2O)CC1)c1c(N)n(Cc2ccccc2)c(=O)[nH]c1=O,-3,1,0,-10,6,6,-5,-2,5
COc1ccc(C(=O)NC2CC3CCCC(C2)N3Cc2ccccc2)cc1 (configuration not stated),-1,-1,2,6,5,1,4,0,0
CCN1C(=O)[C@H]2[C@H]3[C@H](O)[C@H](O)C/C(=N\O[C@H](C)c4cn([C@H](CO)Cc5ccccc5)nn4)[C@@H]3CC[C@H]2C1=O,-4,1,-5,.,.,4,.,5,5
